AmpC inh no detg: qHTS Inhibitors of AmpC Beta-Lactamase (assay without detergent) | Potency, µM (titrated, usually from 57.1 µM), without a hit: top-dose activity change, negative = inhibition, usual class: inhibitors | AmpC nitrocefin hydrolysis, absorbance 480 nm, 0.0001% Triton | actives 0.52% (n = 330,000) | P00811;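 note: potency is the fitted concentration of half-maximal effect; plate controls were no compound for no effect and no enzyme for full effect; nearly all actives have a fitted effect of over 20% in size; some results filed as inactive show a strong effect at the top dose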
Target sequence (P00811 whole entry, looked up): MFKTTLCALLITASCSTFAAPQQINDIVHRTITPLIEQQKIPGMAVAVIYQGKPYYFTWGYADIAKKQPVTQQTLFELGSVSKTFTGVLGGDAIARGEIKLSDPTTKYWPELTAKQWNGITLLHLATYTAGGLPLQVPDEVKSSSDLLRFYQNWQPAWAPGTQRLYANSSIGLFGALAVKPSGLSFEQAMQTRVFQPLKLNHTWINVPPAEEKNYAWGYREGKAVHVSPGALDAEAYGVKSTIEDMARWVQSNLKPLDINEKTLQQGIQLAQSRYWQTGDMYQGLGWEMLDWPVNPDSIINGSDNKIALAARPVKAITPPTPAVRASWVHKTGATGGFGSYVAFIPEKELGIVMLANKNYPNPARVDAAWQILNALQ
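20 mM phosphate pH 7.0 + 0.01% (detergent screen) or 0.0001% Triton X-100; 5.3 nM AmpC reagent; cpd preinc 15 min RT; nitrocefin (800 uM stock) to start; A480 q20 s × 4 min; Activity was normalised to no-enzyme and no-compound control wells.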
HCMV inh: qHTS Assay for inhibitors of the human cytomegalovirus (HCMV); HFF cells, HCMV-luciferase reporter, 72 h; active compounds read low; activity change, negative = inhibition, % at 57.5 µM; actives 4.5% (n = 410,000); in the data active = activity change below about -60%; inconclusive = no clear call, values can overlap the other calls; inactive = above about -39%
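Screen run at 2 compound doses on HFFs infected with reporter HCMV, MOI 1 PFU/cell. Luciferase activity from cell lysates at 72 h post infection gave inhibition relative to buffer-only and Salinomycin wells.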
HCV inh: qHTS Assay for Inhibitors of Hepatitis C Virus (HCV); Huh7.5.1 HCVcc-Cre infection, luciferase reporter, 44 h; Potency, µM (titrated, usually from 41.8 µM), for the others: at the top dose activity change, negative = inhibition, actives largely listed as inhibitors; actives 3.4% (n = 340,000); note: potency is the fitted concentration of half-maximal effect
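Seed cells (1,000/well) for 4 h; treat with compound and infect with HCVcc-Cre, moi about 0.5. Incubate 44 h, then detect luciferase activity.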
Tb PYK inh: qHTS of Trypanosoma Brucei Inhibitors. pyruvate kinase (Trypanosoma brucei), Q57TT1. TbPYK enzyme, Kinase-Glo Plus ATP luminescence, 45 min. Potency, µM (titrated, usually from 76.8 µM), for the others: top-dose activity, negative = inhibition, most hits filed as inhibitors. actives 0.12% (n = 410,000). AID 624173, 2012; note: potency is the fitted concentration of half-maximal effect; nearly all actives have a fitted effect of over 50% in size
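T. brucei PYK with substrate was exposed to pin-transferred compounds across a concentration series, then started with 130 uM ADP (final). After 45 min at room temperature, Kinase-Glo Plus luminescence was read, normalized and curve-fitted.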
AMA1-RON2 inh: qHTS for Inhibitors of AMA1-RON; Towards Development of Antimalarial Drug Lead: Primary Screen; Potency, µM (top dose mostly 58.2 µM), for the others: at the highest dose activity change, negative = inhibition, actives largely listed as inhibitors; actives 0.2% (n = 360,000); Plasmodium falciparum AMA1 (3D7) - RON2 peptide interaction; AlphaScreen AMA1-biotinylated RON2 peptide binding;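 note: potency is the fitted concentration of half-maximal effect; 0% = vehicle wells and -100% = peptide control; nearly all actives have a fitted effect of over 45% in size; some results filed as inactive show a strong effect at the top dose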
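AMA1 (3D7) with his tag at 25 nM final met compounds first, then biotinylated RON2 peptide at 25 nM; detection used donor plus acceptor beads, 10 µg/mL apiece, read by AlphaScreen after 30 min at room temperature.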
LmPK inh: qHTS Assay for Inhibitors of Leishmania Mexicana Pyruvate Kinase (LmPK) | Potency, µM (doses to about 57.5 µM), for the others: at the highest dose activity change, negative = inhibition, most hits filed as inhibitors | Q27686 | purified LmPK, Kinase-Glo ATP luminescence, 1 h | AID 1721, 2009 | actives 0.37% (n = 290,000); note: potency is the fitted concentration of half-maximal effect
Target sequence (Q27686 whole entry, looked up): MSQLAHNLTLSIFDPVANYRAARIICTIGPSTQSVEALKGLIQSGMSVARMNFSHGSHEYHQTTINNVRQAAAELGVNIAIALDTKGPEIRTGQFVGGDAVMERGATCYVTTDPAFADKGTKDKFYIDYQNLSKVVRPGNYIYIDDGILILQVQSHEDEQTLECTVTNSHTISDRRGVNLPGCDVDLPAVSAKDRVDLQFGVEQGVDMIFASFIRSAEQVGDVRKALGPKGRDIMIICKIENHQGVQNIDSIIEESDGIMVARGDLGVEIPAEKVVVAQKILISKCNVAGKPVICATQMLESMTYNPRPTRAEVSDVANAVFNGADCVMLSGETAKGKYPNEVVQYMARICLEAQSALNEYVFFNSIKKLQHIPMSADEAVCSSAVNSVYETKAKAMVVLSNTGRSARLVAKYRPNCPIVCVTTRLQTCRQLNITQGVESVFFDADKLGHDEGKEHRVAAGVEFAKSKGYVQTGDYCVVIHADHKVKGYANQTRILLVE
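Purified LmPK (0.1 nM) converted ADP (0.1 mM) to ATP with PEP (0.5 mM) in imidazole buffer pH 7.2 with KCl and MgCl2, 1 h at room temperature. ATP was read by Kinase-Glo luminescence; data normalized to uninhibited and no-enzyme controls.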
AmpC detergent: qHTS Inhibitors of AmpC Beta-Lactamase (assay with detergent). AmpC hydrolysis of nitrocefin, absorbance 480 nm, 0.01% Triton. AID 485294, 2010. Potency, µM (titrated, usually from 114 µM), inactives show at the highest dose activity change, negative = inhibition, actives largely listed as inhibitors. actives 0.041% (n = 370,000). P00811;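 note: potency is the fitted concentration of half-maximal effect; 0% = no-compound wells and -100% = no-enzyme wells; nearly all actives have a fitted effect of over 25% in size; some results filed as inactive show a strong effect at the top dose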
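20 mM phosphate pH 7.0 + 0.01% (detergent screen) or 0.0001% Triton X-100; 5.3 nM AmpC reagent; cpd preinc 15 min RT; nitrocefin (800 uM stock) to start; A480 q20 s × 4 min; Activity was normalised to no-enzyme and no-compound control wells.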
Numbers without * were called inactive; ? = inconclusive; · = not tested or not shown; & = joins results of further samples; [ ] = dose if it differs, or a comment. Unless noted, calls come from the whole dose curve; as a rule, active = well fitted curve in the direction sought with a large enough effect; inconclusive = small, poorly fitted or top-dose-only effect, or another doubt; inactive = no such curve, though single readings can be large; an effect the other way counts as inactive or inconclusive. Unless noted, % is set by controls: 0 for no effect and ±100 for the full control effect.

compound	AmpC inh no detg	HCMV inh	HCV inh	Tb PYK inh	AMA1-RON2 inh	LmPK inh	AmpC detergent
O=C(NCCC1CCCCN1S(=O)(=O)c1ccc(Cl)cc1)C(=O)NCc1cccnc1 (stereo not drawn)	129%[activator]	-31	6%	2%	-10%	·	0%
C=CC[C@]12CCc3ccccc3C1N(c1ccc(C(=O)OCC)cc1)C2=O (stereo partly drawn)	-13%	11	?	2%	8%	·	-5%
CC(C)(C)OC(=O)C[C@H]1C/C=C\C[C@H](CC(=O)NCCO)C(=O)N2CCC[C@@H]2COC1=O	9%	-60*	17%	3%	5%	·	·
O=C(NCCc1ccccc1)c1ccc(CS(=O)Cc2cccc(Cl)c2)o1 (stereo not drawn)	34%	4	-5%	3%	-1%	1%	-13%
COc1ccccc1NC(=O)COc1ccc(C(=O)OCC(=O)NC(C)(C)C)cc1OC	64%[activator]	3	?	2%	-12%	3%	4%
COc1ccc(C)cc1NC(=O)Nn1cnnc1	-11%	16	3%	-3%	-2%	8%	?
COc1ccc(N=Cc2c(O)c3ccccc3oc2=O)cc1	-23%	?	?	-16%	14%	16µM*	-12%
CCOC(=O)c1ccc(NC(=O)CSc2nc(C)c(Cc3ccccc3)c(=O)[nH]2)cc1	·	-17	·	1%	·	·	2%
CN(C)c1nc(SCC(=O)Nc2ccccc2)nc(N2CCOCC2)n1	-3%	-2	?	-1%	5%	4%	-5%
Cc1oc(C(C)(C)C)cc1C(=O)NC1CCN(Cc2ccccc2)CC1	4%	-25	?	3%	-1%	-4%	-3%
Cc1cnc(C(=O)OCC(=O)c2ccc(-c3ccccc3)cc2)cn1	13%	?	-3%	1%	0%	-1%	-1%
O=C(NCCc1ccccc1)C1CC1	-33%	45	12%	1%	4%	-6%	-16%
Fc1ccc(-c2[nH]ncc2CN2CCN(c3ccc(F)cc3)CC2)cc1	18%	38	9%	-2%	?	1%	9%
Nc1ccccc1C(=O)NCCCN1CCOCC1	-2%	-105*	-9%	2%	-8%	8%	-16%
Cc1ccc(NC2=Nc3ccccc3CS2)cc1	-9%	-3	-12%	-14%	-2%	?	1%
Oc1ccccc1CNc1ccc(OC(F)(F)F)cc1	-23%	-21	?	-9%	1%	2%	-6%
O=C(Cc1cccc2ccccc12)N1CC[C@@]2(O)CCCC[C@H]2C1	18%	25	-6%	2%	?	-4%	-7%
CC(=O)Nc1cccc(OCCOc2cccc([N+](=O)[O-])c2)c1	·	-29	-20%	0%	-13%	·	·
OC(c1ccccc1)c1nccn1Cc1ccccc1 (stereo not drawn)	-5%	-4	15%	-6%	-1%	-10%	-4%
O=C(O)c1cccc(Cn2cc(Br)cn2)c1	-14%	19	-5%	2%	-3%	-10%	-13%
COc1ccccc1-c1cc2nc(C)c(CCC(=O)NCCc3cccc(C)c3)c(C)n2n1	·	-29	·	-1%	·	·	-12%
CC1=NNC(=O)C1CC(=O)N/N=C(\C)c1ccco1 (stereo not drawn)	-12%	36	-3%	-8%	16%	-3%	5%
Cc1cccn2c(=O)c(/C=C(\C#N)C(=O)NC3CCS(=O)(=O)C3)c(Oc3ccc(F)cc3)nc12 (stereo not drawn)	52%	15	-1%	-1%	-16%	6%	?
COC(=O)c1cc(S(=O)(=O)NCC2CCN(Cc3ccccc3F)CC2)c[nH]1	-12%	17&-3	-6%	11%&0%	9%	-4%	-6%&2%
COc1ccccc1CNc1nc(Nc2ccccc2Cl)c2sccc2n1	·	-67*	·	-3%	-12%	·	·
COc1cc(C(=O)NC(=S)NCc2ccco2)cc(OC)c1OC	0%	10	?	-12%	17%	7%	5%
Cc1nnc(SCC(=O)NC2CCCC(C)C2C)n1N (stereo not drawn)	2%	-38	-4%	3%	-13%	·	·
COCC(=O)Nc1ccccc1Br	-27%	-12	22%	-6%	0%	0%	1%
O=C1CSC(=S)N1/N=C/c1cc(Br)ccc1O	-48%	·	·	·	·	?	-5%
CC(C)NC(=O)c1cc(C2CCCCN2C(=O)c2cc(C(C)(C)C)nn2C)on1 (stereo not drawn)	·	-11	·	7%	15%	·	·

Given as labelled records: entries from further up.
COc1ccccc1CNc1nc(Nc2ccccc2Cl)c2sccc2n1
- AmpC inh no detg: ·
- HCMV inh: -67*
- HCV inh: ·
- Tb PYK inh: -3%
- AMA1-RON2 inh: -12%
- LmPK inh: ·
- AmpC detergent: ·

COc1cc(C(=O)NC(=S)NCc2ccco2)cc(OC)c1OC
- AmpC inh no detg: 0%
- HCMV inh: 10
- HCV inh: ?
- Tb PYK inh: -12%
- AMA1-RON2 inh: 17%
- LmPK inh: 7%
- AmpC detergent: 5%

Cc1nnc(SCC(=O)NC2CCCC(C)C2C)n1N (stereo not drawn)
- AmpC inh no detg: 2%
- HCMV inh: -38
- HCV inh: -4%
- Tb PYK inh: 3%
- AMA1-RON2 inh: -13%
- LmPK inh: ·
- AmpC detergent: ·

(listing goes on)
compound	AmpC inh no detg	HCMV inh	HCV inh	Tb PYK inh	AMA1-RON2 inh	LmPK inh	AmpC detergent
CCc1ccc(NC(=O)C2CCCN2S(=O)(=O)c2ccc3c(c2)C(C)(C)C(=O)N3C)cc1 (stereo not drawn)	53%	-25	?	-6%	4%	-3%	?
Cn1nnc(NC(=O)c2ccc3ccccc3c2)n1	-12%	34	-22%	-4%	7%	-11%	-6%
O=C(NCC(c1ccco1)N1CCCC1)c1cccc(S(=O)(=O)Nc2ccc(Br)cc2)c1 (stereo not drawn)	41%	-3	-17%	3%	55%[activator]	-6%	3%
CCN1C(=O)[C@H]2[C@@H](c3ccc(OC)cc3)N[C@]3(CCCN(Cc4ccc(OC)cc4)C3=O)[C@H]2C1=O	·	-11	·	3%	14%	·	·
Cc1cn([C@H]2C[C@H](O)[C@@H](CNCc3cccn3-c3nccs3)O2)c(=O)[nH]c1=O	·	6	·	1%	15%	·	·
COc1ccc(-c2nc3ccccn3c2NC2CCCCC2)cc1SC1CCCCC1	-4%	-99*	?	-8%	-11%	·	-13%
O=C(c1cccs1)N1CCN=C1SCc1cccc(F)c1	-12%	2	13%	2%	14%	5%	7%
CCC(Sc1nnc(-c2ccc(F)cc2)c(-c2ccc(F)cc2)n1)C(=O)NC1CCCC1 (stereo not drawn)	·	46	·	-3%	·	·	6%
O=C(NCCCc1ccncc1)C1CCC(=O)N(Cc2ccc(Cl)cc2)C1 (stereo not drawn)	21%	24	·	-12%	-7%	5%	?
CC(C)(C)NC(=O)C1CCN(C(=O)c2ccc(-c3ccccc3)cc2)CC1	113%[activator]	-14	?	9%	0%	0%	?
CCOc1ccccc1NC(=O)CN1C(=O)COc2ccc(Cl)cc21	-5%	-12	-14%	1%	0%	-5%	?
COc1cccc(C2CC(C(F)(F)F)n3ncc(C(=O)NC(C)(C)C)c3N2)c1 (stereo not drawn)	79%[activator]	-15	7%	4%	-7%	2%	-2%
Cc1ccsc1CN(C)C(=O)CN1C(=O)NC2(CCCc3ccccc32)C1=O (stereo not drawn)	-14%	-27	6%	-1%	-5%	·	-13%
CC(Sc1nnc(C(F)(F)F)n1C)C(=O)NC(N)=O (stereo not drawn)	-23%	-29	17%	1%	-11%	-3%	-12%
O=C(NN1C(=O)c2ccccc2NC1c1ccccn1)c1ccccc1 (stereo not drawn)	-11%	-22	7%	-2%	54%[activator]	2%	3%
CS(=O)(=O)Nc1ccc(C(=O)NCCc2ccccc2)cc1	-19%	68	0%	1%	-1%	-5%	2%
O=C(/C=C/c1cccs1)NC(=S)Nc1ccc(C(=O)O)cc1	-30%	47	0%	7%	18%	-1%	4%
COc1ccc(S(=O)(=O)NNc2nc(C)cc(C)n2)cc1Br	?	-7	-8%[8.37 µM]	?	45%[activator]	·	-12%
COc1ccccc1OCC(=O)NNC(=O)c1ccoc1C	-27%	-26	19%	3%	27%	-1%	-3%
C[C@@H]1CN([C@@H](C)CO)C(=O)CCCn2cc(nn2)CO[C@H]1CN(C)S(=O)(=O)c1cccc(C#N)c1	·	12	·	-2%	-6%	·	·
COc1ccccc1/C=C(/CC(=O)NCc1ccc(F)cc1)c1nc2ccccc2s1	-37%	27	?	2%	25%	2%	1%
C/C(=N\NC(=O)Cc1ccccc1)c1ccc(Cl)s1	-4%	53	1%	-6%	5%	-2%	4%
O=S(=O)(Nc1ccc2ccccc2n1)c1ccccc1Cl	-30%	-7	2%	3%	2%	-2%	-1%
O=C(NCCS(=O)(=O)c1ccc(Br)cc1)c1ccc(Cl)cc1Cl	-20%	-7	-3%	-5%	0%	-3%	-3%
CCN(CC)c1ccc(CN2CCCCCC2)cc1	-27%	8	-11%	5%	7%	-9%	-8%
Cc1ccc(S(=O)(=O)N(C(=O)c2ccncc2)c2ccc(OC(=O)c3ccncc3)c3ccccc23)cc1	114%[activator]	-29	?	-21%	?	-1%	?
CCOC(=O)c1c(-n2cnnn2)sc2c1CCCC2	-24%	-9	-14%	2%	-12%	4%	5%
O=C(Nc1ccc2c(c1)OCO2)c1cnn2cccnc12	-15%	136	3%	-9%	-3%	-18%	?
Cc1ccc(OCC(=O)N/N=C2/SCC(=O)N2Cc2ccco2)cc1	-24%	?	10%	1%	8%	-1%	-6%
CC(NC(=O)C(=O)NN=C1CCCC1)c1ccccc1 (stereo not drawn)	-31%	?	9%	3%	3%	4%	2%
COC(=O)C12CCc3cc(OC)ccc3C1=CC(=O)C2 (stereo not drawn)	·	77	·	1%	-4%	·	·
Cc1ccc(C(=O)NN2C(=O)CSC2=S)cc1	-47%	44	-16%	2%	17%	-10%	2%
Cc1ccc2cc(NC(=O)c3ccc(C(C)(C)C)cc3)ccc2n1	115%[activator]	?	?	-3%	-1%	0%	-14%
Nc1cc2sc(-c3ccc(C(=O)O)cc3)nc2cc1Cl	-12%	2	38%[activator]	?	-3%	16µM*	?
Cc1ccc(Nc2c(O)nc[nH]c2=O)cc1	·	-17	8%	6%	26%	·	·
CCOc1ccc(NC(=O)c2cc(C)nc3c2c(C)nn3-c2ccc(C)cc2)cc1	·	27	·	1%	·	·	22%
Cc1cccc(C)c1NC(=S)N(CCN(C)C)C(C)c1cccnc1 (stereo not drawn)	-12%	-36	6%	-18%	3%	-1%	-7%

Rows were taken by chance; overall some 7.5% were active at least once.
